# M. tuberculosis HTS – M. tuberculosis growth inhibition, HTS (AID 449762); inhibition, % at 25 µM; hits with a dose series show IC50 in µM; M. tuberculosis H37Rv growth inhibition, 7H9 media; higher % means a stronger effect; hit rate 0.59% among 330,000; in the data active = a potency from the dose series; inconclusive = inhibition above about 70% without an active follow-up result;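 also: bacterial growth assessed after seven days of incubation; strong numbers were not always called active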
# Salmonella PhoP GFP – PhoP regulon inhibitors, Salmonella typhi PhoP promoter GFP reporter, confirmatory (AID 1850); inhibition, % at 50 µM, or IC50 in µM where a hit was titrated; hit rate 0.33% among 310,000; Salmonella Typhi PhoP-promoter GFP reporter, fluorescence, 4 h; higher % means a stronger effect; in the data active = a potency from the dose series; inconclusive = inhibition mostly from about 25% at the one dose, without a potency; inactive = the rest, 99 in 100 with inhibition below about 19%;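 also: 0% = induced wells with vehicle and 100% = uninduced wells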
# influenza NS1A – NS1A inhibition, H1N1 influenza, cell based functional assay (AID 504329); NS1A functional cell-based assay, percent inhibition; higher % means a stronger effect; inhibition, % at 12.5 µM; hits with a dose series show IC50 in µM; hit rate 0.3% among 340,000; in the data active = a potency from the dose series; inconclusive = inhibition above about 27% without an active follow-up result; also: strong numbers were not always called active
# M. tuberculosis – growth inhibition of non-replicating M. tuberculosis (AID 488890); Mycobacterium tuberculosis non-replicating, growth inhibition; higher % means a stronger effect; inhibition, % at 25 µM, or IC50 in µM where a hit was titrated; hit rate 0.39% among 320,000; in the data active = a potency from the dose series; inconclusive = inhibition mostly from about 82% at the one dose, without a potency; inactive = the rest, 99 in 100 with inhibition below about 76%;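 also: plate controls were DMSO cells for no effect and high antibiotic wells for full effect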
# inhibitors of VEEV – inhibitors of VEEV TC-83 cytopathic effect, confirmation, Vero cells (AID 588727). Vero cells, VEEV TC-83 cytopathic effect inhibition; higher % means a stronger effect. inhibition, % at 20 µM; hits with a dose series show IC50 in µM. hit rate 0.13% among 350,000; in the data active = a potency from the dose series; inconclusive = inhibition mostly from about 14% at the one dose, without a potency; inactive = the rest, 99 in 100 with inhibition below about 12%; also: strong numbers were not always called active
# Active calls of the source: *; i = inactive; ? = inconclusive; . = no result given.
# Sample of the layout:
nr	Structure	M. tuberculosis HTS	Salmonella PhoP GFP	influenza NS1A
1	COc1ccc(S(=O)(=O)Nc2ccc3c(c2)N(C(C)=O)CCC3)cc1OC	10%	-6%	5%
2	Cc1ccc(-c2c(C(=O)O)c(C(=O)O)c3n2CSC3)cc1	7%	-8%	3%

nr	M. tuberculosis	inhibitors of VEEV
1	10%	2.7%
2	-23%	0.5%

# The whole of this part, from the first entry:
nr	Structure	M. tuberculosis HTS	Salmonella PhoP GFP	influenza NS1A
1	COc1ccc(S(=O)(=O)Nc2ccc3c(c2)N(C(C)=O)CCC3)cc1OC	10%	-6%	5%
2	Cc1ccc(-c2c(C(=O)O)c(C(=O)O)c3n2CSC3)cc1	7%	-8%	3%
3	Cc1nc2ccc(NC(=O)COc3cccc(F)c3)cc2s1	?	15%	-6%
4	COc1ccccc1CNC(=O)C(=O)NCC(c1ccco1)N1CCOCC1 (stereo not given)	-5%	23%	-5%
5	c1csc(C2C3=C(Nc4ncnn42)c2ccccc2OC3)c1 (stereo not given)	-7%	9%	5%
6	O=c1cc(-c2ccc(O)cc2)oc2c(C3O[C@H](CO)[C@@H](O)[C@H](O)[C@H]3O)c(O)cc(O)c12 (stereo not given in full)	9%	-2%	2%
7	CCN(CC)C(=O)c1sc2c(c1C)c(=O)n(-c1ccc(OC)cc1OC)c(=O)n2CC(=O)c1ccccc1	-4%	-7%	6%
8	CCC(=O)Nc1nc(-c2cc([N+](=O)[O-])cs2)cs1	?	-17%	3%
9	CCN(CC)C(=O)[C@H]1C[C@H](CC(=O)NCc2cccc(C(F)(F)F)c2)C(=O)N2CCc3c([nH]c4cc(CCC(=O)N(C)C)ccc34)[C@]12C	.	.	-5%
10	C=CCOC(=O)/C=C/C(=O)NC(N)=O	8%	-9%	1%
11	O=S1(=O)CCC(SCc2nc3sccn3c2Br)C1 (stereo not given)	1%	-10%	-6%
12	CCOC(=O)c1oc2ccc(S(=O)(=O)N3CCC(C)CC3)cc2c1C	1%	-2%	-2%
13	N#Cc1c(N2CCN(C(=O)c3ccccc3Cl)CC2)nc(-c2ccccc2)c2c1CCCC2	11%	10%	-3%
14	O=C(O)CSc1c(-c2ccccc2)c2cc(Cl)ccc2[nH]c1=O	-5%	2%	-5%
15	CCCCn1c(N)c(NCC(C)C)c(=O)[nH]c1=O	0%	-6%	22%

nr	M. tuberculosis	inhibitors of VEEV
1	10%	2.7%
2	-23%	0.5%
3	7.9µM*	0.5%
4	14%	1.0%
5	23%	1.4%
6	25%	1.2%
7	-5%	2.2%
8	59%	1.6%
9	.	0.8%
10	-4%	i
11	0%	0.9%
12	-1%	0.7%
13	-8%	4.2%
14	-17%	0.1%
15	-12%	i

# Other compounds
nr	Structure	M. tuberculosis HTS	Salmonella PhoP GFP	influenza NS1A
16	CC(=O)c1cccc(NC(=S)NC(=O)c2ccc(Br)cc2)c1	8%	-3%	-5%
17	COc1ccc(OC)c(S(=O)(=O)N2CCC3(CC2)OCCN3S(=O)(=O)c2cccs2)c1	4%	9%	6%
18	COC(=O)[C@]1(C)N[C@H](CN(C)S(=O)(=O)c2ccccc2)[C@@H]2C(=O)N(Cc3ccccc3)C(=O)[C@@H]21	4%	.	1%
19	O=C(Nc1cccc([N+](=O)[O-])c1)C12CC3CC(C1)CC(n1cnc([N+](=O)[O-])n1)(C3)C2	3%	-3%	0%
20	Cc1cccc(-n2ncc3c(NCCN4CCOCC4)ncnc32)c1	-2%	18%	-4%
21	CN(O)/C=c1/ccc2c(n1)C(=O)C=CC=2	?	35µM*	1.7µM*
22	S=C(Nc1ccccc1Cl)N(Cc1ccccc1)Cc1cccnc1	8%	10%	9%
23	O=C(CSc1nnc(NC(=O)c2c(F)cccc2F)s1)NC1CCCC1	-8%	2%	1%
24	O=C(CSc1cc([N+](=O)[O-])cc(S(=O)(=O)Cc2ccccc2)c1)NC1CC1	6%	-3%	1%
25	C/C(=N/NS(=O)(=O)c1ccc(Br)cc1)c1ccc(C)o1	8%	-3%	0%
26	Cc1noc2ncnc(Oc3ccccc3Cl)c12	2%	11%	-3%
27	O=C(CSc1ccc(-c2ccco2)nn1)Nc1ccccc1F	-10%	-9%	-7%
28	CCCCn1c(=NC(=O)c2ccco2)c(C(=O)OCC)cc2c(=O)n3ccccc3nc21	-2%	-9%	8%
29	COc1ccc(OCC(=O)N2N=C(C)CC2(O)C(F)(F)F)cc1 (stereo not given)	10%	3%	3%
30	COC(=O)/C(C#N)=C1/C=Cc2ccccc2N1C	-10%	-5%	10%

nr	M. tuberculosis	inhibitors of VEEV
16	2%	i
17	10%	8.2%
18	-5%	i
19	13%	0.6%
20	-3%	4.3%
21	1.9µM*	8.2%
22	10%	i
23	12%	1.9%
24	-9%	0.5%
25	-10%	4.7%
26	13%	1.3%
27	51%	2.2%
28	6%	8.5%
29	76%	i
30	-8%	2.8%

# Entries by screen from above.
# M. tuberculosis HTS for entries 16–27, in order: 8%, 4%, 4%, 3%, -2%, ?, 8%, -8%, 6%, 8%, 2%, -10%
# M. tuberculosis for entries 16–27, in order: 2%, 10%, -5%, 13%, -3%, 1.9µM*, 10%, 12%, -9%, -10%, 13%, 51%

# Remaining list, next part.
nr	Structure	M. tuberculosis HTS	Salmonella PhoP GFP	influenza NS1A
31	COc1ccccc1CNC(=O)c1csc2c1CCCC2	10%	-4%	2%
32	C=CC(=O)Nc1ccc(Nc2nc(NC3CCC(N(C)C)CC3)nc3c2ncn3C(C)C)cc1 (stereo not given)	7%	.	9%
33	O=C(O)CSc1cccnc1Sc1ccc(Cl)cc1	3%	-2%	.
34	CC(=O)c1cn(Cc2ccccc2)c(=O)[nH]c1=O	-4%	-1%	-3%
35	Cc1ccc(SCCC(=O)NCCSCc2ccco2)cc1	2%	8%	-9%
36	COc1ccc2c(c1)CC/C2=N\OC(=O)c1ccccc1OC	55%	-2%	13%
37	COc1ccc(S(=O)(=O)N2CCCC(C(=O)NCCN3CCOCC3)C2)cc1C (stereo not given)	8%	-3%	10%
38	CCSc1nnc(NC(=O)[C@@H](NC(=O)c2cc(OC)cc(OC)c2)C(C)C)s1	3%	4%	-4%
39	Cc1cc(C)nc(SCc2n[nH]c(=S)n2C)n1	-7%	5%	-1%
40	CC1(OC(=O)C2CCCC2)C(=O)C=C2C=C(c3ccsc3)N(C3CCCC3)C=C2C1=O (stereo not given)	1%	4%	10%
41	COCCCNC(=O)c1ccc(CS(=O)(=O)c2ccccc2OC)o1	-5%	0%	-9%
42	COc1ccc(NC(=O)CSc2nnc(CNC(=O)COc3ccc(Cl)cc3)o2)cc1	4%	-8%	-20%
43	CCC(C(=O)Nc1nnc(-c2ccco2)s1)c1ccccc1 (stereo not given)	8%	-7%	-7%
44	CCCN1C=CC(=C2C(=O)c3ccccc3C2=O)C=C1	6%	-1%	2%
45	COC(=O)c1ccc(CN(c2ccc(C)cc2)S(=O)(=O)c2ccc3c(c2)OCCO3)o1	12%	5%	-1%

nr	M. tuberculosis	inhibitors of VEEV
31	36%	0.1%
32	31%	5.5%
33	10%	i
34	-5%	i
35	?	1.0%
36	?	1.9%
37	0%	1.3%
38	43%	3.8%
39	-7%	1.4%
40	49%	i
41	-9%	i
42	46%	0.1%
43	13%	1.6%
44	8%	i
45	1%	6.3%

# New compounds follow
nr	Structure	M. tuberculosis HTS	Salmonella PhoP GFP	influenza NS1A
46	O=C(NCCNS(=O)(=O)c1ccccc1)N1CCOCC1	-1%	1%	5%
47	Cc1ccc(OCC(=O)O/N=C(\N)c2cccnc2)cc1	9%	-5%	-3%
48	O=C(CSc1nc2ccccc2o1)N1CCN(c2ccc(Cl)cc2)CC1	1%	-9%	-4%
49	C/C(=N\n1c(C)nc2ccccc2c1=O)c1ccc(N)cc1	7%	-19%	.
50	CCN(C)c1ccc(/C=N\n2nnnc2N)cc1	-9%	-2%	-6%
51	Cc1ccsc1-c1nc(CN2CCCC2c2ccc(F)cc2)c(C)o1 (stereo not given)	-4%	-3%	-6%
52	Cc1nc(-c2nnc(-c3ccccc3)o2)c(C(F)(F)F)o1	8%	-1%	9%
53	O=C(O)C12CC3CC(C1)CC(n1ncc(NCc4ccco4)c(Cl)c1=O)(C3)C2	-4%	9%	-10%
54	Cc1c(CN(C)C(=O)c2sc3cc(Cl)ccc3c2Cl)cnn1C	1%	8%	6%
55	Cc1nc2ccc(S(=O)(=O)NCC(=O)Nc3cccc(F)c3)cc2s1	0%	5%	-7%
56	COc1ccc(N2CCN(CCC3Oc4cc([N+](=O)[O-])ccc4NC3=O)CC2)cc1 (stereo not given)	-7%	8%	10%
57	CNC(=S)N(CCc1c(C)[nH]c2ccc(C)cc12)Cc1cc(OC)c(OC)c(OC)c1	-3%	-6%	12%
58	Cc1ccc(N2CC(C(=O)NCc3ccc(C)n3C)CC2=O)cc1 (stereo not given)	1%	-16%	-1%
59	CN1C(=O)/C(=C2/C=CC=CN2C)OC1=S	-5%	-6%	1%
60	CCOC(=O)c1[nH]c(=O)[nH]c1CSCCO	-3%	-12%	0%

nr	M. tuberculosis	inhibitors of VEEV
46	-5%	0.6%
47	51%	3.7%
48	23%	i
49	2%	3.9%
50	21%	7.7%
51	-8%	1.3%
52	53%	i
53	-1%	0.1%
54	6%	i
55	1%	1.6%
56	0%	1.3%
57	.	8.9%
58	9%	1.1%
59	-2%	1.0%
60	-2%	1.2%

# Next section
nr	Structure	M. tuberculosis HTS	Salmonella PhoP GFP	influenza NS1A
61	Cn1c(SCc2ccc([N+](=O)[O-])cc2)nc2c(c1=O)SCC2	-2%	2%	5%
62	CC(=O)Oc1ccc(/C(C)=N/N2CCN(Cc3ccc(C)cc3)CC2)cc1	3%	-7%	-16%
63	COC(=O)C1[C@H]2SC(C)(C)C(C(=O)OC)N2C(=O)N1Cc1nc2ccccc2s1 (stereo not given in full)	1%	16%	4%
64	CC(CC(=O)NCc1cccnc1)c1ccccc1 (stereo not given)	0%	-3%	-12%
65	COC(=O)C1(CCSC)NC(c2ccc(O)cc2)C2C(=O)N(c3ccc(F)cc3)C(=O)C21 (stereo not given)	4%	3%	-1%
66	NC(=O)C1=C(c2ccccc2)c2ccccc2C1=O	.	.	1%
67	COc1ccccc1CN(C(=O)Cc1cccs1)C(C(=O)NC1CCCC1)c1ccncc1 (stereo not given)	11%	14%	-17%
68	Cc1ccc(C)c(N(CC(=O)NCc2ccco2)C(=O)CNS(=O)(=O)c2ccc(F)cc2)c1	-4%	16%	4%
69	CCOC(=O)N1CCN(C(=O)c2ccc3c(c2)N=C(CC)c2cc(C)ccc2S3)CC1	1%	-4%	6%
70	CC(C)CN(C(=O)C(c1ccccc1)c1ccccc1)c1c(N)n(CC(C)C)c(=O)[nH]c1=O	6%	4%	-15%
71	COc1ccc(S(=O)(=O)N(CC(=O)Nc2cc(C)on2)Cc2ccccc2)cc1	-2%	-5%	-2%
72	CCC1(CC(C)c2ccccc2)C(=O)NC(=O)NC1=O (stereo not given)	.	.	-17%
73	CSCC[C@H](NC(=O)Nc1cccc(Br)c1)C(=O)O	-10%	11%	14%
74	COc1ccc(/C=N/NC(=O)CNC(=O)c2ccc3c(c2)OCCO3)cc1OC	8%	-6%	-10%
75	N#CC1=CC2CN(Cc3ccccc3)C1C1C(=O)N(c3ccccc3)C(=O)C21 (stereo not given)	.	.	-6%
76	O=C(Nc1ccc(Br)c(Cl)c1)C1CC1	-1%	-1%	4%

nr	M. tuberculosis	inhibitors of VEEV
61	22%	0.7%
62	-5%	i
63	17%	i
64	-4%	1.2%
65	25%	1.6%
66	.	8.1%
67	25%	i
68	-6%	i
69	8%	8.1%
70	12%	0.6%
71	15%	7.0%
72	.	1.2%
73	-6%	0.1%
74	13%	1.9%
75	.	1.3%
76	13%	3.9%

# Fetched one by one from above, 4 records:
nr	Structure	M. tuberculosis HTS	Salmonella PhoP GFP	influenza NS1A
18	COC(=O)[C@]1(C)N[C@H](CN(C)S(=O)(=O)c2ccccc2)[C@@H]2C(=O)N(Cc3ccccc3)C(=O)[C@@H]21	4%	.	1%
37	COc1ccc(S(=O)(=O)N2CCCC(C(=O)NCCN3CCOCC3)C2)cc1C (stereo not given)	8%	-3%	10%
22	S=C(Nc1ccccc1Cl)N(Cc1ccccc1)Cc1cccnc1	8%	10%	9%
52	Cc1nc(-c2nnc(-c3ccccc3)o2)c(C(F)(F)F)o1	8%	-1%	9%

nr	M. tuberculosis	inhibitors of VEEV
18	-5%	i
37	0%	1.3%
22	10%	i
52	53%	i
